SRC2 inh = inhibits human steroid receptor coactivator 2; HEK293 GAL4-SRC2 luciferase reporter, luminescence; Q15596; hit rate 0.17% among 370,000; inhibition, % at 9 µM;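 active = inhibition above the mean inhibition of all tested compounds plus 3 SD, set per campaign, cut at about 52% in these data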;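 note: 0% = DMSO treated cells and 100% = cells given Gossypol at 36 µM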
KKLEB cytotox = CF airway cell cytotoxicity counter-screen. AID 602141. activity change (cytotoxicity), % at 5 µM. hit rate 0.36% among 360,000. KKLEB CF airway cells viability, ATPlite luminescence, overnight; hits give low values; cells stimulated with P. aeruginosa culture filtrate;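 active = corrected activity change at or below -50% at 5 µM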
NCOA1 inh = human NCOA1 inhibition. AID 588354. Q15788. hit rate 0.12% among 360,000. inhibition, % at 3.6 µM. HEK293 GAL4-SRC1 luciferase reporter, luminescence;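 active = inhibition above the campaign mean plus 3 SD, with each screening campaign given its own cutoff, cut at about 60% in these data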;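 note: 0% = DMSO treated cells and 100% = gossypol at 36 µM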
LMP1 NFkB inh = Epstein-Barr LMP1 NF-kappaB reporter inhibition | LMP1-induced NF-kappaB luciferase reporter cells, luminescence | inhibition, % at 12.5 µM | hit rate 0.69% among 350,000 | AID 504558; in the data active = inhibition above about 41%;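 note: 0% = neutral control wells and 100% = reference inhibitor control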
C8 TRAIL sens = caspase-8 TRAIL sensitization; NB7+C8 cells + TRAIL, ATPlite viability luminescence; inhibition (viability loss, TRAIL sensitization), % at 10 µM; hit rate 1% among 360,000; AID 624354;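 active = compounds causing at least 50% loss of cell viability in the single-dose screen, relative to plate controls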
NCOA3 inh = human NCOA3 inhibition. hit rate 0.17% among 360,000. AID 588352. Q9Y6Q9. HEK293 GAL4-SRC3 luciferase reporter, luminescence. inhibition, % at 3.6 µM;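 active = inhibition above a per-campaign cutoff, the mean of all compounds plus 3 SD, cut at about 60% in these data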;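 note: 0% = DMSO-treated cells and 100% = gossypol-treated cells at 36 µM; higher means less SRC3-driven luciferase light from the GAL4 reporter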
NR2F2 inh = blocks human COUP-TFII nuclear receptor; P24468; HEK293T NGFI-A luciferase reporter, luminescence; inhibition, % at 8.6 µM; hit rate 0.7% among 370,000;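 active = inhibition above a per-plate cutoff, mean inhibition of test wells between control levels plus 3 SD, cut at about 38% in these data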;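 note: cells cotransfected with COUP-TFII expression vector driving the NGFI-A reporter; 0% = median of COUP-TF2 test wells and 100% = reporter-only cells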
Target sequence (P24468 whole entry, looked up): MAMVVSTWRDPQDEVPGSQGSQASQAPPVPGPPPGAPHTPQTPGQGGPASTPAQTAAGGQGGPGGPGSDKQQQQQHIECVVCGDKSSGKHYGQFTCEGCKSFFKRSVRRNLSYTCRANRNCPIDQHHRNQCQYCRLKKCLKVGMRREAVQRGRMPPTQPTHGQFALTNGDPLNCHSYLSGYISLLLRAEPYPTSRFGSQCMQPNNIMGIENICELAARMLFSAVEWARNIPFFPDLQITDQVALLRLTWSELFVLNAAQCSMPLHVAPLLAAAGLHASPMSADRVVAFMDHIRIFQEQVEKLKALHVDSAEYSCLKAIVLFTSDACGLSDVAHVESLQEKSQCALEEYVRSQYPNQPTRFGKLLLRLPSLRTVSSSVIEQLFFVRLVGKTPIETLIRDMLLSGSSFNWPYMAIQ
CF NFkB block = inhibitors of cystic fibrosis induced NF-kB; hit rate 0.86% among 360,000; AID 588850; inhibition, % at 5 µM; KKLEB NF-kB-GFP reporter, PAF-induced, GFP fluorescence overnight;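 active = at least 50% inhibition at 5 µM, scaled per plate between neutral and stimulator controls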;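 note: PAF is a Pseudomonas aeruginosa culture filtrate used as stimulus; plate controls were PAF-stimulated DMSO wells for no effect and unstimulated DMSO wells for full effect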
TWEAK Fn14 block = blocks TWEAK-Fn14 interaction in a reporter cell assay. TWEAK-stimulated Fn14 reporter cells, luciferase luminescence, 8 h. inhibition, % at 10 µM. hit rate 2% among 360,000; in the data active = inhibition above about 50%
TROY signal inh = TROY signaling inhibition | Q293 LMP1-TROYcd NF-kB luciferase reporter, 4 h | inhibition, % at 10 µM | hit rate 0.98% among 360,000 | AID 1347056;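 active = compounds whose plate-normalised and pattern-corrected inhibition of the luciferase reporter signal at the single screening dose is 50% or more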
NR5A2 inv ag = inverse agonists of human LRH-1 (NR5A2); HEK293T StAR-luciferase reporter, LRH-1 transfected, 24 h; inhibition, % at 3.6 µM; hit rate 0.13% among 360,000;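 active = inhibition above the mean inhibition of all tested compounds plus 3 SD, cut at about 73% in these data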;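 note: 0% = DMSO wells and 100% = reporter-only cells lacking LRH-1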
Target sequence (O00482 whole entry, looked up): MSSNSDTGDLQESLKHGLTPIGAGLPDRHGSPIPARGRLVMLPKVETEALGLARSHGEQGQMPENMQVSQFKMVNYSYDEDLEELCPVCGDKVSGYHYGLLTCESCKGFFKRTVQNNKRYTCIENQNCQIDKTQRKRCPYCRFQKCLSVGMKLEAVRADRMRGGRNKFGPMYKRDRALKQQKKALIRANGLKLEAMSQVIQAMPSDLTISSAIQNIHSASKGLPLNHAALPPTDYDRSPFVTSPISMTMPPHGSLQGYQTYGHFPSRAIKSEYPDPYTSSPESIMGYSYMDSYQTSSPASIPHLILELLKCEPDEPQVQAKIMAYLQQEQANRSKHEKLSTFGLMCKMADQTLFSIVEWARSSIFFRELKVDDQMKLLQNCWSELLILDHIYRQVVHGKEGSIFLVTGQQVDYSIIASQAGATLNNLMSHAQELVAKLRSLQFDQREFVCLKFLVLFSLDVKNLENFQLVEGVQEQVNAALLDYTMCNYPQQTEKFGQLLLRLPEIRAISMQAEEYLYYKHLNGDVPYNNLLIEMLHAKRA
* = called active by the depositor; . = not tested or not shown.

molecule	SRC2 inh	KKLEB cytotox	NCOA1 inh	LMP1 NFkB inh	C8 TRAIL sens	NCOA3 inh	NR2F2 inh	CF NFkB block	TWEAK Fn14 block	TROY signal inh	NR5A2 inv ag
COc1ccc(N2C(=O)CC(N3CCN(C(=O)c4ccco4)CC3)C2=O)cc1 (centres undefined)	0	10	-6	-8	0	-8	-5	-13	-5	-4	-7
O=C(NCCc1cccs1)c1ccc(CS(=O)Cc2ccc(Cl)cc2)o1 (centres undefined)	-14	2	-1	0	-5	-3	17	-17	10	8	-2
COC(=O)C[C@H]1c2cc(C(F)(F)F)ccc2S(=O)(=O)N1C1CCCCC1	3	-6	-13	-15	0	0	2	-8	-2	4	-2
CCN(CCO)C(=O)c1ccc2oc(Cc3ccc(Cl)cc3)nc2c1	4	0	10	0	-1	-5	-28	-18	0	-13	12
O=C(CSc1cccc[n+]1[O-])Nc1cc([N+](=O)[O-])ccc1Cl	-25	12	2	4	9	6	14	-23	10	7	7
O=[N+]([O-])c1cc([N+](=O)[O-])c2n[nH]c(-c3ccccc3)c2c1	9	6	9	-4	-11	5	5	-35	-50	-14	-5
CCCCN(C(=O)C1CC(=O)N(Cc2ccc(C)cc2)C1)c1c(N)n(CCCC)c(=O)[nH]c1=O (centres undefined)	-18	-4	-15	-2	2	8	-17	3	10	-16	12
COc1cc(/C=C2\CCCc3c2nc2ccccc2c3C(=O)O)cc([N+](=O)[O-])c1O	1	12	8	5	-11	10	2	-8	-3	2	-4
CC(=O)Nc1ccc2c(c1)NC(=O)CC2	-6	6	-21	-2	-2	3	-20	2	10	18	3
CC(=O)N1CCN(C(=O)c2ccc(Cl)c(S(=O)(=O)N3CCCCCC3)c2)CC1	20	4	-25	3	-1	-8	3	10	0	-3	9
COCCNC(=O)CSc1nc2nn(-c3ccccc3)c(=O)c-2c2n1CCCCC2	-17	13	-2	-4	-1	11	-3	-12	1	8	-9
Cc1ccc(S(=O)(=O)N2CCN(C(=O)c3ccccc3OCc3c(C)noc3C)CC2)cc1C	-14	-8	-6	-3	-3	-35	-14	1	-1	39	-10

molecule	SRC2 inh	KKLEB cytotox	NCOA1 inh	LMP1 NFkB inh	C8 TRAIL sens	NCOA3 inh	NR2F2 inh	CF NFkB block	TWEAK Fn14 block	TROY signal inh	NR5A2 inv ag
COc1cc2c(cc1OC)-c1nnc(C)n1C1(CCCC1)C2	4	1	0	-5	-7	1	-13	-19	-10	8	-18
COc1ccc(Cn2c(O)c(C=Nc3ccccc3)c3ccccc3c2=O)cc1	-1	-5	1	-13	-4	-6	0	3	-3	12	-6
COc1ccc(NC(=O)CC2Oc3ccccc3NC2=O)cc1 (centres undefined)	-5	2	-6	-2	-6	-21	-22	-16	-13	-3	-9
CSCCNC(=O)C1(C)CCN1C(=O)c1cc(C)n(C)n1 (centres undefined)	1	0	-5	.	-11	6	-13	-8	7	4	6
CC(=O)c1ccccc1OC(=O)c1ccco1	0	-5	4	-25	1	7	-3	6	-2	-16	14
O=C(NCc1ccco1)C1CC(c2ccccc2C(F)(F)F)=NO1 (centres undefined)	-10	-8	5	0	0	-21	13	12	5	-8	12
COc1ccc(OC)c(Nc2nc(NCCO)c3ccccc3n2)c1	-20	4	10	-12	8	15	-12	-47	-34	0	18
Cc1ccc(C(C)(C)C)cc1S(=O)(=O)Nc1ncnc2sccc12	32	-1	8	2	5	-8	8	32	5	10	-2
COCCn1c(=N)c(S(=O)(=O)c2ccc(F)cc2)cc2c(=O)n3cccc(C)c3nc21	-2	-18	-4	-9	-1	3	-1	-4	-31	-19	-3
O=C(C1CCCO1)N(c1ccc(F)cc1)C1C=CS(=O)(=O)C1 (centres undefined)	-15	-2	4	4	-6	3	-5	-3	-11	5	10
COc1ccc([C@H]2N[C@]3(CCCN(Cc4ccccc4)C3=O)[C@H]3C(=O)N(C)C(=O)[C@@H]23)cc1	-30	13	1	6	-1	5	5	-32	-7	-3	24
Nc1ccccc1SCc1cn2cccnc2n1	-74	7	-13	-8	-7	1	-17	3	-13	30	-34

molecule	SRC2 inh	KKLEB cytotox	NCOA1 inh	LMP1 NFkB inh	C8 TRAIL sens	NCOA3 inh	NR2F2 inh	CF NFkB block	TWEAK Fn14 block	TROY signal inh	NR5A2 inv ag
CC(OC(=O)C1CCN(c2ccc(C(F)(F)F)cn2)CC1)C(=O)Nc1ccc(S(N)(=O)=O)cc1 (centres undefined)	-5	-4	-5	1	7	16	12	1	0	3	-6
O=C1C2CCCCN2C(=O)N1CCN1CCN(c2ccc([N+](=O)[O-])cc2)CC1 (centres undefined)	-3	-13	8	-4	5	-12	6	-5	16	24	9
CC(=O)c1ccc(-c2ccc(C(=O)Nc3nc(-c4ccccn4)cs3)o2)cc1	-17	2	-61	3	15	-73	-16	-13	-5	1	-35
CCOc1ncccc1C(=O)OCC(=O)c1ccc(OC)c(OC)c1	-5	5	-2	-9	-4	-3	-20	3	2	4	0
Cn1c(SCC(=O)Nc2cc(C(C)(C)C)nn2-c2ccccc2)nc2ccccc21	-3	-7	-1	16	-5	-1	0	10	21	-6	21
CCN1/C(=C2\C(=O)N(C)C(=S)N2C)C=Cc2cc(C)ccc21	-14	8	18	3	5	18	1	-18	-2	3	-1
CCSc1ncccc1C(=O)N[C@@H](CCSC)C(=O)OC	-11	9	-7	.	0	17	18	-7	-19	-10	-4
Cc1nn(C)c(C)c1S(=O)(=O)NC1CCCc2ccccc21 (centres undefined)	-16	4	-152	7	2	-4	-11	-1	17	14	-11
O=C(OCC#CCSc1nnc(-c2ccccc2)o1)c1cccs1	-7	11	-3	-9	19	3	0	-5	-3	-23	14
COc1ccc(-c2nc3ccc(C)cn3c2NCc2ccccc2)cc1SC1CCCCC1	.	-14	1	-8	21	3	.	21	43	2	-5
CCCS(=O)(=O)NC(=O)C1(C)CCCN(C(=O)c2cc(C)n(C(C)(C)C)n2)C1 (centres undefined)	-21	12	6	.	-13	6	-13	-7	-1	5	7
CS(=O)(=O)Nc1ccccc1C(=O)Nc1ccccc1C(=O)N1CCCC1	-5	-3	-7	4	-7	-12	5	10	12	-6	-15

molecule	SRC2 inh	KKLEB cytotox	NCOA1 inh	LMP1 NFkB inh	C8 TRAIL sens	NCOA3 inh	NR2F2 inh	CF NFkB block	TWEAK Fn14 block	TROY signal inh	NR5A2 inv ag
CC1(C)Cc2ccccc2C(NNC(=O)c2ccncc2)=N1	-1	1	20	-7	7	8	-7	8	-10	7	-6
Cc1ccc(C(=O)Nc2ccccc2N2CCN(C(=O)C(C)C)CC2)cc1	-1	3	-11	-2	-3	4	-13	-16	-2	-13	16
COc1c2occc2c(OC)c2c(=O)cc(C(F)(F)C(F)(F)F)oc12	-14	-12	2	2	3	19	-4	2	-7	15	-22
CCOc1ccc(NC(=O)CSc2nnc(NC(=O)C3CC3)s2)cc1	-44	8	-6	-10	-5	6	8	6	-17	14	-26
CC(=O)N1CCc2cc(S(=O)(=O)CCC(=O)NCCc3ccccc3)ccc21	-17	2	-5	1	-6	3	2	18	-16	7	-9
O=C(CN1C(=O)NC2(CCCC2)C1=O)Nc1nc2ccccc2[nH]1	3	2	-2	-3	8	16	2	20	2	-11	-7
COc1ccc(-c2cc(C(F)(F)F)n3nc(C(=O)N(C)Cc4ccccc4)cc3n2)cc1OC	-1	-22	-13	-12	13	7	15	34	-14	24	3
COCC(C)N=Cc1c(O)[nH]c2ccccc12 (centres undefined)	3	-15	-16	-2	-12	8	-13	5	11	-7	-3
COCCN1Cc2cccc(C(=O)N3CCN(c4cc(C)ccc4C)CC3)c2C1=O	0	7	-8	78*	-3	-6	-10	-8	24	6	-19
CCc1ccc(NC(=O)C2CCCN(S(=O)(=O)c3cccnc3)C2)cc1 (centres undefined)	15	10	12	6	-5	-5	13	-9	-1	15	12
O=C(Nc1cccnc1Cl)c1cc(-c2ccco2)on1	-67	8	-66	-11	4	-68	-35	-21	-15	-78	-70
Oc1ccccc1C1=NCCNC(C(F)(F)C(F)F)=C1	15	-7	6	5	-1	14	9	1	11	7	6

molecule	SRC2 inh	KKLEB cytotox	NCOA1 inh	LMP1 NFkB inh	C8 TRAIL sens	NCOA3 inh	NR2F2 inh	CF NFkB block	TWEAK Fn14 block	TROY signal inh	NR5A2 inv ag
Cc1ccc(S(=O)(=O)N(CC(=O)Nc2cccnc2)c2ccccc2C)cc1	1	2	-4	-3	-16	-26	4	-6	23	13	5
O=C(Nc1ccccc1)NC1CS(=O)(=O)CC1O (centres undefined)	1	-11	10	0	-7	-14	-8	8	-5	6	-15
COc1ccc(C(=O)Nc2nnc(SCC(=O)NCC3CCCO3)s2)cc1OC (centres undefined)	12	11	3	-3	-2	9	4	-9	-10	-2	5
COC(=O)C(CCCCN1C(=O)C2C3C=CC(C3)C2C1=O)N1C(=O)C2C3C=CC(C3)C2C1=O (centres undefined)	1	8	-9	2	6	1	-5	10	5	0	-1
N#CCCN1CCN(Cc2ccccc2)CCC1=O	5	5	1	-5	12	13	-1	-4	-1	-1	3
CC1(C(=O)O)CCCN1C(=O)c1cccc(F)c1 (centres undefined)	-6	4	-18	.	-18	-2	12	-9	-24	-6	0
O=C(O)c1ccc(N=NN2CCCCCC2)cc1	-11	-3	-103	-27	3	-68	-52	11	46	14	-79
Cc1cccc(C)c1NC(=O)COC(=O)c1cc(-c2cccnc2)nc2ccccc12	9	6	-9	8	-9	-2	14	-31	18	-14	6
CCc1ccc2[nH]c(=O)c(CN(Cc3ccccc3)C(=O)Nc3ccccc3OC)cc2c1	12	8	9	-13	11	17	6	3	26	55*	4
Cc1cc(C)n2nc(C(=O)OCC(=O)c3cc(C)n(CC4CCCO4)c3C)nc2n1 (centres undefined)	-6	-9	-20	7	3	-7	12	12	11	5	13
O=C(COC(=O)CNS(=O)(=O)c1ccc2ccccc2c1)Nc1ccccc1Sc1ccccc1	-28	0	0	1	5	-17	1	0	-12	9	-1
Cc1cccc(OCCC(=O)Nc2ccc(F)c(Cl)c2)c1	-26	3	-2	3	-4	11	5	-3	3	5	-12

molecule	SRC2 inh	KKLEB cytotox	NCOA1 inh	LMP1 NFkB inh	C8 TRAIL sens	NCOA3 inh	NR2F2 inh	CF NFkB block	TWEAK Fn14 block	TROY signal inh	NR5A2 inv ag
CCC(NC(=O)c1cccc(Cn2cc([N+](=O)[O-])cn2)c1)c1ccc(C(C)C)cc1 (centres undefined)	-4	-24	-8	1	-5	2	3	-7	-23	-3	9
Cc1cc2cc(CNC(=O)c3ccc(S(=O)(=O)N4CCCCC4)cc3)ccc2n1C	-1	-11	-74	-7	-11	7	17	10	2	-1	20
CC(Oc1ccc(Cl)cc1Cl)C(=O)Nc1ccc(OCC(=O)O)cc1 (centres undefined)	20	11	-6	-5	-4	12	-1	-1	14	11	6
CC(C)CC1C(=O)N(Cc2cn(CC3CCCCC3)nn2)CCS(=O)(=O)N1Cc1ccc(-c2cccc(C#N)c2)cc1 (centres undefined)	3	4	15	8	7	12	0	24	9	11	-2
Cc1nn(CC(O)CN2c3ccccc3Sc3ccccc32)c(C)c1Br (centres undefined)	7	-16	12	3	1	11	-5	2	-1	-3	-10
O=C(c1cccc2nccnc12)N1CCCC(Nc2ccc(F)c(F)c2)C1 (centres undefined)	11	10	-10	23	-9	-11	9	-18	-18	-4	-1
COc1ccc(-n2c(-c3ccccc3)cc3c2CCCC3=O)cc1	.	-12	-20	9	4	2	.	-30	18	-5	5
CCc1ccc2c(c1)C(c1ccc([N+](=O)[O-])cc1)=NNC(c1ccc(C)cc1)=N2	16	-17	-7	-5	15	-5	20	10	-24	-14	0

Screening results as filed in PubChem.
